GAA glycogen mod: qHTS Assay for Inhibitors and Activators of Human alpha-Glucosidase Cleavage of Glycogen | actives 0.38% (n = 300,000) | recombinant GAA, glycogen substrate, Amplex Red glucose oxidase fluorescence | Lysosomal alpha-glucosidase (Homo sapiens), P10253 | Potency, µM (doses to about 76.4 µM), inactives show at the top dose activity change, negative = inhibition, most hits filed as inhibitors; active means well fitted inhibition curve with a large enough effect; inconclusive means small, poorly fitted or top-dose-only effect, or another doubt; inactive means no such curve, though single readings can be large or run the other way;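 further: 0% = full enzyme reaction and -100% = no-enzyme basal signal; the screen sought inhibitors and activators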
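Recombinant enzyme (4 nM final) with compounds titrated up to 77 uM and bovine liver glycogen (30 ug) in citrate pH 5.0, 0.01% Tween-20, 37 C 40 min. Released glucose detected by Amplex Red/glucose oxidase (Ex 573/Em 610); AC50 from Hill fits.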
* = called active by the depositor; ? = inconclusive; [ ] = another dose, or the depositor's remark. Potency means the concentration at half of the fitted maximal effect. An excerpt; count on the stated rates, not on these rows.

SMILES | GAA glycogen mod
Cc1c(C(=O)N(C)c2ccccc2Cl)cnn1-c1ccccc1 | -7%[76.3 µM]
CCOC(=O)CSc1nc(COc2ccccc2)nc2ccccc12 | 2%[76.3 µM]
O=C(Cc1ccccc1[N+](=O)[O-])NCCCc1ccccc1 | -11%[76.3 µM]
CC(=O)Oc1ccc(C23CC4CC(CC(C4)C2)C3)cc1C(=O)O | 8%
CC(=C/c1ccccc1)/C=N/NC(=O)c1nnn(-c2nonc2N)c1CN1CCC(C)CC1 | 0%
CC1CCCCC1NC(=O)CCNS(=O)(=O)c1cc(Br)cnc1N (centres undefined) | -13%[76.3 µM]
CC(=O)N1CCC(O)(c2ccc3c(c2)OCO3)CC1 | 5%[76.3 µM]
COc1cc(C)ccc1OCc1cc(C(=O)NCCN2CCOCC2)no1 | 0%[76.3 µM]
COc1ccc(NC(=O)c2ccccc2-c2ccccc2C(=O)O)cc1 | 2%
CCC(CC)C(=O)c1c[nH]c(C(=O)NCc2ccccc2)c1 | 0%
CCC(C)NC(=O)c1cc2c(=O)n3ccccc3nc2s1 (centres undefined) | -3%
CCn1c(C)nnc1SCC(=O)Nc1nccs1 | 2%
O=C(CN1CCN(S(=O)(=O)c2ccccc2)CC1)Nc1ccccc1Cl | 3%[76.3 µM]
COc1ccccc1CCN1CCCC(CN(C)C(=O)c2ccoc2)C1 (centres undefined) | -4%[76.3 µM]
CC(C)C(C(=O)NCc1ccco1)N(CC1CCCO1)C(=O)CNS(=O)(=O)c1ccc(F)cc1 (centres undefined) | 7%
COc1ccccc1C(C(=O)NC1CCCC1)N(C(=O)c1csnn1)C1CC1 (centres undefined) | 1%
Cc1ccc(NC2CCCN(C(=O)c3cc(C(C)C)[nH]n3)C2)cc1C (centres undefined) | -4%[76.3 µM]
COc1ccc(C2NC(c3ccc(OC)cc3)C(C)C(=O)C2C)cc1 (centres undefined) | -9%
COc1cc(Br)c(-c2sc(Nc3ccccc3)n[n+]2-c2ccc(F)cc2)cc1OC | -14%[76.3 µM]
COc1cccc(/C=N/c2nc3ccccc3[nH]2)c1O | -16%[76.3 µM]
CC1CCN(CCCNC(=O)c2ccc(CS(=O)(=O)Cc3ccc(Cl)cc3)o2)CC1 | 3%[76.3 µM]
COC(=O)COc1cccc(NC(=O)C(c2ccccc2)c2ccccc2)c1 | 0%[76.3 µM]
CN1CCN(c2ccc(NC(=O)COc3ccc4ccccc4c3)cc2)CC1 | -1%
O=C(COc1ccc(Cl)cc1Cl)N/N=C/c1ccc[nH]1 | 2%[76.3 µM]
CN(C)CCNC(=O)Cn1ccc2cc(S(=O)(=O)N3CCCCC3)ccc21 | 0%[76.3 µM]

Pulled by compound from above (6):
SMILES | GAA glycogen mod
Cc1c(C(=O)N(C)c2ccccc2Cl)cnn1-c1ccccc1 | -7%[76.3 µM]
COc1ccc(NC(=O)c2ccccc2-c2ccccc2C(=O)O)cc1 | 2%
CCC(C)NC(=O)c1cc2c(=O)n3ccccc3nc2s1 (centres undefined) | -3%
CC(=O)N1CCC(O)(c2ccc3c(c2)OCO3)CC1 | 5%[76.3 µM]
Cc1ccc(NC2CCCN(C(=O)c3cc(C(C)C)[nH]n3)C2)cc1C (centres undefined) | -4%[76.3 µM]
COc1cccc(/C=N/c2nc3ccccc3[nH]2)c1O | -16%[76.3 µM]

(next part)
SMILES | GAA glycogen mod
COc1ccc(N2CCN(C(=O)c3oc4ccccc4c3NC(=O)Cc3cccc(OC)c3)CC2)cc1 | -13%[76.3 µM]
Cc1ccc(OCCn2cc(/C=C/C(=O)O)c3ccccc32)cc1 | -5%
O=S(=O)(NCc1cccnc1)c1ccc(Cl)c2ccccc12 | 5%
COCCN(C(=O)CCC(=O)Nc1ccccn1)C(C(=O)NCCC(C)C)c1ccc(C)cc1 (centres undefined) | -5%
COc1cc(C(=O)NC2CCN(CC(=O)NC3CCCCC3)CC2)cc(OC)c1OC | -11%
Cc1cccc(C(=O)OCC(=O)N2CC(C)OC(C)C2)c1C (centres undefined) | -7%
Cc1ccc(S(=O)(=O)Nc2nnc(CC(C)(C)C)s2)cc1 | 2%[76.3 µM]
Cc1[nH]c2ccccc2c1C(=O)C(=O)N1CCN(c2ccccc2)CC1 | -7%[76.3 µM]
COc1ccc(-c2noc(CNS(=O)(=O)c3ccc(NC(C)=O)cc3)n2)cc1OC | -6%[76.3 µM]
COCCC(=O)N1CCC(Oc2ccc(C(=O)NC3CCOC(C)(C)C3)cc2)CC1 (centres undefined) | 0%[76.3 µM]
O=C(Nc1ccc2c(c1)C(=O)NC2=O)c1cccc(Cl)c1 | 6%[76.3 µM]
CC(Cc1ccccc1)NC(=O)CCCN1C(=O)c2ccccc2C1=O (centres undefined) | -12%
COc1ccc(NC(=O)/C(=C\c2ccc(F)cc2)NC(=O)c2ccco2)cc1 | -1%
O=C(C#Cc1ccccc1)Nc1ccc(F)cc1 | -1%[76.3 µM]
Cc1ccc(S(=O)(=O)c2ccc([N+](=O)[O-])cn2)cc1 | 2%
COc1ccc(OC)c(CN2CCC(Cc3ccccc3)CC2)c1 | -5%[76.3 µM]
CCCC(=O)Nc1nnc(SCC(=O)N2C(C)CCCC2C)s1 (centres undefined) | 3%
CCN(CC)CCCNC(=O)c1cc(Nc2ccc(OC)cc2OC)nc2ccccc12 | -10%
COc1ccccc1NC(=O)CSc1nnc(COc2ccccc2C)o1 | 0%
CC(=O)Oc1cc(C)cc2oc(=O)cc(-c3ccccc3)c12 | -6%[76.3 µM]
COc1ccc(CC(NC(C)=O)C(=O)NC2CCN(C(=O)c3ccc(Cl)cc3)CC2)cc1 (centres undefined) | 10%[76.3 µM]
COc1ccccc1OCc1cc(C(=O)N(C)CCC2CCCCO2)no1 (centres undefined) | 1%[76.3 µM]
CCC(C)(C)NC(=O)CN(Cc1ccc(F)cc1)C(=O)CCC(=O)Nc1ccccn1 | ?
CC1CN(C(=S)Nc2cccc([N+](=O)[O-])c2)CC(C)O1 (centres undefined) | -1%[76.3 µM]
CC(C)OCCCNC(=O)c1ccc(CS(=O)(=O)c2cccc(C(F)(F)F)c2)o1 | 2%

Another view of part of the listing above:
structure	GAA glycogen mod
O=C(Nc1ccc2c(c1)C(=O)NC2=O)c1cccc(Cl)c1	6%[76.3 µM]
CC(Cc1ccccc1)NC(=O)CCCN1C(=O)c2ccccc2C1=O (centres undefined)	-12%

The list goes on:
SMILES | GAA glycogen mod
CSCC[C@H](NC(=O)C1CCN(C(=O)[C@H](Cc2ccccc2)NS(=O)(=O)c2ccc(C)cc2)CC1)C(=O)O | 2%
O=C(COc1ccc(Br)cc1)NNC(=S)NCc1ccccc1 | -8%
Cc1ccc(C)c(S(=O)(=O)N2CCCOC2CNC(=O)C(=O)NCc2ccc3c(c2)OCO3)c1 (centres undefined) | -11%[76.3 µM]
O=C(O)c1ccccc1C(=O)Nc1cc(-c2ccccc2)[nH]n1 | 10%
Cc1cc(=O)oc2c3c(cc(OCC(=O)NCCN4CCOCC4)c12)OC(C)(C)CC3 | 8%[76.3 µM]
Cc1nc(Nc2ccc(S(N)(=O)=O)cc2)sc1-c1ccccc1 | 6%
N#Cc1ccccc1NC(=O)CN1CCN(Cc2ccccc2)CC1 | -7%
O=c1oc2ccc(NS(=O)(=O)c3cccc4cccnc34)cc2s1 | ?
O=C(c1ccccc1)c1ccc(Cn2cc(-c3ccccc3)nn2)cc1 | -7%[76.3 µM]
Cc1cc(C)n(CCC(=O)N2CCc3ccccc32)n1 | 10%[76.3 µM]
O=[N+]([O-])c1ccc(Cc2cncc(O)c2)cc1 | 2%
Cc1ccc(COC(=O)NCc2cccnc2)cc1 | 0%[76.3 µM]
CCc1ccc(OCC(=O)NNC(=O)c2ccc(NC(=O)C3CC3)cc2)cc1 | 1%[76.3 µM]
CCOc1ccc(N(CC(=O)Nc2ccccc2OCC)S(=O)(=O)c2c(C)noc2C)cc1 | -3%[76.3 µM]
COc1ccc(NC(=O)CCNC(=O)C2CCN(S(=O)(=O)c3ccc(F)cc3)CC2)cc1OC | -6%[76.3 µM]
Cc1cccc(C(=O)Nc2ccc(Oc3cnccn3)cc2)c1 | -2%
Cc1ccc(S(=O)(=O)N(CC(=O)N2CCOCC2)c2ccc(Br)cc2)cc1 | 6%[76.3 µM]
COc1ccc(CCNC(=O)c2cc3c(=O)n4cccc(C)c4nc3n(CC3CCCO3)c2=N)cc1 (centres undefined) | 1%[76.3 µM]
CCC(c1nnnn1CS(=O)(=O)c1ccc(C)cc1)N1CCC(C(N)=O)CC1 (centres undefined) | 4%
Cc1ccc(NC(=O)Nn2cnnc2)c(C)c1 | -6%[76.3 µM]
CCNC(C(=O)c1c[nH]c2c(CC)cccc12)c1ccccc1 (centres undefined) | 0%[76.3 µM]
CC(C)c1ccc(NC(=O)Nc2cnccn2)cc1 | -1%[76.3 µM]
O=C(CSc1ccc(-c2ccc(Cl)cc2)nn1)NC1CCCC1 | -1%[76.3 µM]
O=C(Nc1cccc(NC(=O)c2ccccc2Cl)c1)c1ccc(F)cc1 | 3%[76.3 µM]
C=C1CCC[C@]2(C)C[C@H]3OC(=O)C(CN4CCOCC4)[C@H]3C[C@@H]12 (some centres undefined) | 4%
SMILES | GAA glycogen mod
CCOC(=O)N1CCN(C(=O)CNS(=O)(=O)c2c(C)cc(C)cc2C)CC1 | -6%
CC1CN(CCOc2ccccc2C(C)C)CC(C)O1 (centres undefined) | 17%[76.3 µM]
Cc1ccc(OCCn2ccnc2)c([N+](=O)[O-])c1 | 5%[76.3 µM]
CN(C)S(=O)(=O)N1CCN(CC(O)COc2ccc(-c3ccccc3)cc2)CC1 (centres undefined) | 6%[76.3 µM]
COc1ccccc1CCC(=O)OCC(=O)Nc1ccc(C(N)=O)cc1 | 10%[76.3 µM]
CC(C)c1ccc(NC2CCCN(C(=O)c3cscn3)C2)cc1 (centres undefined) | -2%[76.3 µM]
CC(C)(C)c1nnc(NS(=O)(=O)c2cc(Cl)ccc2Cl)s1 | 0%[76.3 µM]
COc1cc(NC(=O)c2sc(C)nc2C)c(OC)cc1NC(=O)c1ccccc1 | 4%
CN1CCN(CCOc2ccc(Cc3ccccc3)cc2)CC1 | -2%[76.3 µM]
CCOc1ccc2[nH]c3c(NCCO)ncnc3c2c1 | 1%
COc1ccc(NC(=O)CSc2nc(-c3ccco3)nc3cc(=O)[nH]n23)cc1Cl | -4%[76.3 µM]
N#CC1=C(N)Oc2cc(N)ccc2C1c1ccccc1Cl (centres undefined) | 13%[76.3 µM]
CC(NC(=O)c1cccc(S(=O)(=O)N2CCN(Cc3ccccc3)CC2)c1)c1ccc(Br)cc1 (centres undefined) | 1%[76.3 µM]
COc1cccc(C2c3[nH]c4ccccc4c3C[C@H]3C(=O)N(C)CC(=O)N23)c1 (some centres undefined) | 2%
Cc1nc2nc(C)c(NS(=O)(=O)c3cccs3)c(=O)n2[nH]1 | -13%
CC(=O)Oc1ccc(C(=O)Nc2ccccc2C(=O)N2CCCC2)cc1 | 0%[76.3 µM]
Cc1ccc(NC(=S)N2CCC(NC(=O)c3ccccc3)CC2)cc1 | -8%
Nc1nc(-c2ccc(Oc3ccccc3)cc2)c(CC(=O)O)s1 | -14%
CNC(=S)N(CCc1c(C)[nH]c2ccc(OC)cc12)Cc1ccco1 | -3%
COc1ccc2ccccc2c1/C=N/NC(=O)c1cc(C)[nH]n1 | -2%[76.3 µM]
COc1ccc(OC)c(NC(=O)C(C)N2c3cccc4cccc(c34)S2(=O)=O)c1 (centres undefined) | 0%
Cc1ccc(N(CC(=O)NC2CCCCC2)C(=O)CNC(=O)c2ccco2)cc1F | -2%
COC(=O)c1cc(OCC(=O)NC2CCCc3ccccc32)cc(C(=O)OC)c1 (centres undefined) | -5%[76.3 µM]
CCN1C(=NCCOC)N[C@@H](c2cccs2)C(C(=O)OC)=C1C | -12%[76.3 µM]
COc1ccc2nc(N(CCN(C)C)C(=O)c3ccc4c(c3)OCCO4)sc2c1 | -2%[76.3 µM]

Brought forward from above: seven entries; new compounds follow.
SMILES | GAA glycogen mod
CNC(=S)N(CCc1c(C)[nH]c2ccc(OC)cc12)Cc1ccco1 | -3%
COc1ccc2ccccc2c1/C=N/NC(=O)c1cc(C)[nH]n1 | -2%[76.3 µM]
COc1ccc(OC)c(NC(=O)C(C)N2c3cccc4cccc(c34)S2(=O)=O)c1 (centres undefined) | 0%
Cc1ccc(N(CC(=O)NC2CCCCC2)C(=O)CNC(=O)c2ccco2)cc1F | -2%
COC(=O)c1cc(OCC(=O)NC2CCCc3ccccc32)cc(C(=O)OC)c1 (centres undefined) | -5%[76.3 µM]
CCN1C(=NCCOC)N[C@@H](c2cccs2)C(C(=O)OC)=C1C | -12%[76.3 µM]
COc1ccc2nc(N(CCN(C)C)C(=O)c3ccc4c(c3)OCCO4)sc2c1 | -2%[76.3 µM]
COCCSc1nc(N)c(NC(=O)c2ccco2)c(=O)[nH]1 | -1%[76.3 µM]
O=C(NC(O)C(=O)c1ccccc1)c1ccccn1 (centres undefined) | 7%
CCC(C(=O)OC)n1cnc2c(nnn2-c2cccc(OC)c2)c1=O (centres undefined) | -1%
Cn1c(=O)c(C(=O)NCc2ccccc2)c(O)c2ccccc21 | 2%[76.3 µM]
O=C(NC(=S)Nc1ncc(Br)cc1Br)c1ccccc1 | 1%[76.3 µM]
Cc1occc1C(=O)Nc1ccccc1C#N | -2%[76.3 µM]
c1c(CC2CCCC2)nnn1C[C@H]1CC[C@@H]([C@@H]2CC[C@H](Cn3cc(CC4CCCC4)nn3)O2)O1 | -4%[76.3 µM]
O=S(=O)(NC1CC1)c1ccccc1 | -4%[76.3 µM]
CC(C)N(C)Cc1nnnn1CC(=O)N(C)Cc1cccc(Cl)c1 | 0%[76.3 µM]
Cc1cc(OCC(=O)NCC(O)c2ccccc2)c2c(C)cc(=O)oc2c1 (centres undefined) | 0%[76.3 µM]

High-throughput results deposited in PubChem by National Center for Advancing Translational Sciences (NCATS).
